Compound activity: PubChem BioAssay, Broad Institute
TcdB GH inh – TcdB glycohydrolase inhibitors, primary screen, biochemical, single point, plate reader; Toxin B (Clostridioides difficile), P18177; TcdB glycohydrolase enzymatic assay; inhibition, % at 9.99 µM; 350,000 tested, 0.24% active; AID 652162, 2013; in the data active means inhibition above about 10%
* = called active by the depositor; & = joins results of further samples. The list is partial; the hit share may differ from the screen's.

SMILES | TcdB GH inh
COc1ccc(NC(=O)Nc2ccc3c(c2)CC(=O)N([C@H](C)CO)C[C@H](C)[C@H](CN(C)C(=O)Nc2ccc4c(c2)OCO4)O3)cc1 | -0.7
C[C@H](CO)N1C[C@H](C)[C@H](CN(C)C(=O)Nc2ccccc2)Oc2ccc(NC(=O)Nc3ccc(C(F)(F)F)cc3)cc2C1=O | 0.0
CN1C(=O)c2cc(NC(=O)NCc3ccccc3)ccc2OC[C@H]2O[C@H](CC(=O)NCC3CCCCC3)CC[C@H]21 | -1.4
O=C(Nc1ccc(F)cc1)N[C@@H]1CC[C@@H](CCNS(=O)(=O)c2ccccc2F)O[C@H]1CO | -0.9
C[C@H](CO)N1C[C@H](C)[C@@H](CN(C)Cc2cccc(F)c2)Oc2ncc(C#CCN(C)C)cc2C1=O | 0.0
O=C(O)C[C@H]1C[C@@H]2c3cc(NC(=O)Cc4ccncc4)ccc3O[C@@H]2[C@H](CO)O1 | -3.2
COCC(=O)N1C[C@@H](C)[C@@H](OC)CN(C)C(=O)c2cc(NC(=O)Nc3cccc(F)c3)ccc2OC[C@H]1C | -1.1
COc1cccc(S(=O)(=O)N(C)C[C@@H]2Oc3ncc(-c4ccc(F)cc4)cc3C(=O)N([C@H](C)CO)C[C@@H]2C)c1 | 0.9
COc1ccc2c3c(n(C)c2c1)[C@H](CO)N(S(=O)(=O)c1ccc(C)cc1)CC31CCN(Cc2cccnc2)CC1 | -1.5
CN(C)C(=O)c1ccc(-c2ccc([C@@H]3[C@@H](CO)N4CCCCN(C(=O)C5CC5)C[C@H]34)cc2)cc1 | 0.7
COC(=O)C1=C(C)N(CC(C)C)C(=S)NC1c1cccc(F)c1 (configuration not stated) | 1.2
COc1ccc(S(=O)(=O)N(C)C[C@@H]2Oc3ccc(NS(=O)(=O)c4ccc(F)cc4)cc3C(=O)N([C@H](C)CO)C[C@@H]2C)cc1 | -1.3
C[C@@H]1CN([C@H](C)CO)C(=O)Cc2cc(NC(=O)C3CC3)ccc2O[C@H]1CN(C)Cc1ccc(Cl)c(Cl)c1 | 0.8
O=C(C[C@H]1CC[C@@H](NC(=O)C2CCC2)[C@@H](CO)O1)NCc1ccncc1 | 0.2
CCNC(=O)[C@@H]1[C@@H](CO)[C@@H]2Cn3c(cccc3=O)[C@@H]2N1Cc1cccc(F)c1 | 0.6
CO[C@H]1CN(C)C(=O)c2ccc(NC(=O)C3CCOCC3)cc2OC[C@@H](C)N(Cc2cccnc2)C[C@@H]1C | 0.3
Cc1noc(C)c1S(=O)(=O)Nc1ccc2c(c1)CC(=O)N([C@H](C)CO)C[C@H](C)[C@H](CN(C)Cc1ccncc1)O2 | -1.3
CO[C@@H]1CN(C)C(=O)c2ccc(NC(=O)Nc3ccccc3Cl)cc2OC[C@H](C)NC[C@@H]1C | 0.2
C[C@H](NC(=O)C[C@H]1CC[C@H](NC(=O)C2CC2)[C@H](CO)O1)c1ccccc1 | 0.1
O=C(c1ccncc1)N1CC(=O)N2[C@H](CO)[C@H](c3ccc(-c4ccccc4F)cc3)[C@H]2C1 | 0.4
COCC(=O)N(C)C[C@H]1Oc2ncc(-c3ccc(C#N)cc3)cc2C(=O)N([C@@H](C)CO)C[C@@H]1C | -1.2
COc1ccc(-c2ccc([C@H]3[C@H]4CNCC(=O)N4[C@H]3CO)cc2)cc1 | 0.1
CCCC#Cc1ccc([C@H]2[C@@H](CO)N3CCCCN(S(C)(=O)=O)C[C@@H]23)cc1 | 0.4
CN1C(=O)c2cc(NC(=O)Nc3cccc(Cl)c3)ccc2OC[C@H]2O[C@H](CC(=O)O)CC[C@H]21 | -1.1
C[C@@H]1CN([C@@H](C)CO)C(=O)Cc2cc(NS(=O)(=O)c3cn(C)cn3)ccc2O[C@H]1CN(C)Cc1ccncc1 | 1.5
C[C@H]1CCCCO[C@@H](CN(C)CC2CCCCC2)[C@@H](C)CN([C@@H](C)CO)C(=O)c2cc(NC(=O)Cc3ccccc3)ccc2O1 | -0.8
Cc1noc(C)c1S(=O)(=O)Nc1ccc2c(c1)C(=O)N([C@H](C)CO)C[C@@H](C)[C@@H](CN(C)CC1CCCCC1)O2 | -0.3
C[C@H](CO)N1C[C@H](C)[C@@H](CN(C)Cc2ccccc2)Oc2ncc(C3=CCCCC3)cc2C1=O | 0.2
COc1ccccc1C#Cc1ccc2c(c1)O[C@@H](CN(C)Cc1ccccc1)[C@H](C)CN([C@H](C)CO)S2(=O)=O | 0.0
COc1ccc(NC(=O)N(C)C[C@@H]2Oc3ccc(NS(=O)(=O)c4ccc(Cl)cc4)cc3C(=O)N([C@@H](C)CO)C[C@@H]2C)cc1 | -8.3
C[C@H]1CN([C@@H](C)CO)C(=O)c2cc(-c3cccnc3)cnc2O[C@@H]1CN(C)C(=O)Nc1ccc2c(c1)OCO2 | 0.3
COc1ccc(NC(=O)N2[C@@H]3CNC[C@H]2C3c2ccc(-c3cccc(OC)c3)cc2)cc1 (some centres not stated) | -0.8&0.5
O=C1CNC[C@H]2[C@@H](c3ccc(C4=CCCCC4)cc3)[C@H](CO)N12 | -0.4
O=C(NCC1CC1)[C@H]1[C@H](CO)[C@H]2Cn3c(ccc(-c4ccccc4)c3=O)[C@@H]1N2Cc1nccs1 | 0.3
O=C(c1ccccc1)N1CC(=O)N2[C@H](CO)[C@H](c3ccc(C#Cc4ccccc4)cc3)[C@@H]2C1 | -0.3
CCCNC(=O)N1CC2(C1)[C@@H](c1ccccc1)[C@@H](CO)N2C(=O)C1CCCC1 | -1.0
CCC(=O)N1C[C@H](C)[C@H](OC)CN(C)C(=O)c2ccc(NC(=O)c3ccccc3)cc2OC[C@@H]1C | -0.5
COC(=O)[C@@H]1[C@@H](CO)[C@@H]2Cn3c(ccc(-c4ccccc4OC)c3=O)[C@@H]2N1CC1CCOCC1 | 0.6
Cc1ccccc1S(=O)(=O)NCC[C@@H]1CC[C@@H](NC(=O)C2CCOCC2)[C@H](CO)O1 | -11
COCC(=O)Nc1ccc2c(c1)[C@@H]1C[C@H](CC(=O)NCc3cccnc3)O[C@H](CO)[C@@H]1O2 | 0.1
Cc1noc(C)c1S(=O)(=O)Nc1ccc2c(c1)C(=O)N([C@H](C)CO)C[C@@H](C)[C@H](CN(C)C(=O)Nc1ccc(C(F)(F)F)cc1)OCCCC[C@@H](C)O2 | 0.1
CC(C)NC(=O)N(C)C[C@H]1OCCCC[C@H](C)Oc2ccc(NC(=O)Cc3ccccc3)cc2C(=O)N([C@@H](C)CO)C[C@@H]1C | 1.1
CC(C)c1cn(CC[C@@H]2CC[C@@H](NC(=O)C3CCOCC3)[C@H](CO)O2)nn1 | -0.2
CCN1[C@@H]2c3ccc(-c4ccncc4)c(=O)n3C[C@@H]2[C@@H](CO)[C@@H]1C(=O)Nc1ccccc1 | -1.6
CC(C)NC(=O)N(C)C[C@@H]1OCCCC[C@H](C)Oc2ccc(N(C)C)cc2C(=O)N([C@@H](C)CO)C[C@H]1C | -23
CCCN1[C@@H]2Cn3c(ccc(-c4ccccc4)c3=O)[C@H]1[C@@H](C(=O)N1CCCCC1)[C@@H]2CO | 0.9
CC(C)NC(=O)N(C)C[C@@H]1OCCCC[C@@H](C)Oc2ccc(N(C)C)cc2C(=O)N([C@@H](C)CO)C[C@@H]1C | -9.0
CC=Cc1ccc2n(c1=O)C[C@H]1[C@H](CO)[C@@H](C(=O)N[C@H](C)c3ccccc3)[C@@H]2N1Cc1cncnc1 (mixture of isomers) | 1.4
O=C(Nc1cc(F)ccc1F)N1CC(=O)N2[C@H](CO)[C@@H](c3ccc(C#CC4CCCC4)cc3)[C@@H]2C1 | -0.3
COc1cccc(CN2CC3(CCN(C)CC3)c3c([nH]c4cc(OC)ccc34)[C@@H]2CO)c1 | -0.5

More results follow.
SMILES | TcdB GH inh
CCCc1cn(CC[C@@H]2CC[C@@H](NC(=O)CCN3CCCCC3)[C@H](CO)O2)nn1 | -0.3
C[C@@H]1CCCCO[C@@H](CN(C)Cc2ccc(Cl)c(Cl)c2)[C@H](C)CN([C@@H](C)CO)C(=O)c2cc(NC(=O)Nc3ccc(C(F)(F)F)cc3)ccc2O1 | 0.3
O=C(O)C[C@H]1C[C@@H]2c3cc(NS(=O)(=O)c4ccc(F)cc4)ccc3O[C@@H]2[C@@H](CO)O1 | -2.1
O=C(NCC[C@H]1CC[C@H](NS(=O)(=O)c2ccccc2)[C@H](CO)O1)c1cc(Cl)cc(Cl)c1 | -0.5
COc1ccc(CN(C)C[C@H]2OCCCC[C@H](C)Oc3ccc(NC(=O)c4ccccc4)cc3C(=O)N([C@H](C)CO)C[C@H]2C)cc1 | -1.0
CCCNC(=O)C[C@@H]1C[C@@H]2c3cc(NC(=O)COC)ccc3O[C@@H]2[C@@H](CO)O1 | -2.6
O=C(N[C@@H](Cc1cccnc1)C(=O)N1CCC[C@H]1C(=O)NCCc1ccccc1Cl)c1ccc(Cl)c(Cl)c1 | 0.2
O=C(C[C@H]1C=C[C@H](NS(=O)(=O)c2ccccc2)[C@H](CO)O1)NCc1ccncn1 | -0.7
COc1ccc(NC(=O)Nc2ccc3c(c2)OC[C@@H](C)NC[C@@H](C)[C@@H](OC)CN(C)C3=O)cc1 | -1.3
Cc1ccc(S(=O)(=O)Nc2ccc3c(c2)C(=O)N([C@@H](C)CO)C[C@H](C)[C@H](CN(C)C)O3)cc1 | 1.1
C[C@@H]1CN([C@H](C)CO)C(=O)c2cc(C3=CCCC3)cnc2O[C@@H]1CN(C)C(=O)C1CCCCC1 | -0.6
CC(C)NC(=O)Nc1ccc2c(c1)C(=O)N([C@@H](C)CO)C[C@@H](C)[C@@H](CN(C)S(=O)(=O)c1cn(C)cn1)OCCCC[C@@H](C)O2 | 0.0
COc1ccc(C#Cc2ccc([C@@H]3[C@H]4CN(C(=O)c5ccncc5)CCCCN4[C@H]3CO)cc2)cc1 | 0.5
C[C@H]1CN([C@@H](C)CO)C(=O)c2cc(/C=C/c3ccccc3)cnc2O[C@@H]1CN(C)S(=O)(=O)c1ccccc1F | -1.8
O=C(NCC[C@H]1CC[C@@H](NC(=O)C2CC2)[C@@H](CO)O1)Nc1ccc(Cl)cc1 | -0.4
COc1ccccc1S(=O)(=O)N[C@H]1CC[C@H](CCNC(=O)C2CCC2)O[C@@H]1CO | -6.1
C[C@@H]1CCCCO[C@H](CN(C)S(=O)(=O)c2ccccc2)[C@@H](C)CN([C@H](C)CO)C(=O)c2cc(NS(=O)(=O)c3cccs3)ccc2O1 | 0.3
CCC(=O)N1[C@H](CO)[C@H](c2ccc(C3=CCCC3)cc2)C12CN(C(=O)COC)C2 | -8.3
O=C(C[C@@H]1CC[C@H]2[C@@H](COC[C@H](O)CN2Cc2ccccc2F)O1)NCc1ccccc1F | 1.2
COc1ccc(CN(C)C[C@@H]2Oc3c(NC(=O)C4CCCCC4)cccc3C(=O)N([C@@H](C)CO)C[C@H]2C)cc1 | -0.4

Next section; it opens with the four that closed the last part.
SMILES | TcdB GH inh
C[C@@H]1CCCCO[C@H](CN(C)S(=O)(=O)c2ccccc2)[C@@H](C)CN([C@H](C)CO)C(=O)c2cc(NS(=O)(=O)c3cccs3)ccc2O1 | 0.3
CCC(=O)N1[C@H](CO)[C@H](c2ccc(C3=CCCC3)cc2)C12CN(C(=O)COC)C2 | -8.3
O=C(C[C@@H]1CC[C@H]2[C@@H](COC[C@H](O)CN2Cc2ccccc2F)O1)NCc1ccccc1F | 1.2
COc1ccc(CN(C)C[C@@H]2Oc3c(NC(=O)C4CCCCC4)cccc3C(=O)N([C@@H](C)CO)C[C@H]2C)cc1 | -0.4
COc1cccc(-c2ccc([C@H]3[C@@H](CO)N4CCCCN(S(=O)(=O)c5cn(C)cn5)C[C@H]34)cc2)c1 | 0.4
C[C@H]1CN([C@@H](C)CO)C(=O)Cc2cc(NC(=O)Cn3cnnn3)ccc2O[C@@H]1CN(C)Cc1ccc(-c2ccccc2)cc1 | 1.6
Cc1noc(C)c1S(=O)(=O)Nc1ccc2c(c1)C(=O)N([C@H](C)CO)C[C@@H](C)[C@@H](CN(C)S(=O)(=O)c1cccs1)O2 | 0.5
C[C@H](CO)N1C[C@H](C)[C@H](CN(C)S(=O)(=O)c2cccs2)Oc2ncc(C#Cc3ccc(F)cc3)cc2C1=O | 0.1
C[C@@H]1CN([C@@H](C)CO)C(=O)c2cc(N(C)C)ccc2O[C@@H](C)CCCCO[C@@H]1CN(C)C | -16
C[C@@H]1CCCCO[C@H](CN(C)C(=O)c2ccccc2)[C@@H](C)CN([C@H](C)CO)C(=O)c2cc(NS(=O)(=O)c3ccc(Cl)cc3)ccc2O1 | -1.1
CCNC(=O)[C@H]1[C@H](CO)[C@H]2Cn3c(ccc(-c4ccc(OC)cc4)c3=O)[C@@H]1N2CC | -0.3
C[C@@H]1CN([C@H](C)CO)C(=O)c2cccc(NC(=O)c3nc4ccccc4s3)c2O[C@@H]1CN(C)Cc1ccc(Oc2ccccc2)cc1 | -2.6
COc1cccc(C#Cc2ccc([C@H]3[C@H](C#N)N(C(=O)C4CC4)[C@H]3CO)cc2)c1 | 0.7
Cc1ccc(S(=O)(=O)N[C@H]2CC[C@H](CCNC(=O)C3CC3)O[C@H]2CO)cc1 | -0.8
C[C@H](CO)N1C[C@H](C)[C@H](CN(C)C(=O)c2cccc(F)c2)Oc2cc(-c3cccnc3)ccc2S1(=O)=O | 1.9

Reformatted: results already given.
molecule	TcdB GH inh
CCNC(=O)[C@H]1[C@H](CO)[C@H]2Cn3c(ccc(-c4ccc(OC)cc4)c3=O)[C@@H]1N2CC	-0.3
C[C@@H]1CN([C@H](C)CO)C(=O)c2cccc(NC(=O)c3nc4ccccc4s3)c2O[C@@H]1CN(C)Cc1ccc(Oc2ccccc2)cc1	-2.6
COc1cccc(C#Cc2ccc([C@H]3[C@H](C#N)N(C(=O)C4CC4)[C@H]3CO)cc2)c1	0.7
Cc1ccc(S(=O)(=O)N[C@H]2CC[C@H](CCNC(=O)C3CC3)O[C@H]2CO)cc1	-0.8
